dFosB act – activators of delta FosB homodimer, primary screen, biochemical, fluorescence polarization, TAMRA-CDK5 oligo, single point; Protein FosB (Mus musculus), P13346; purified delta FosB; percent of positive-control signal above neutral wells; activation, % at 25 µM; actives 0.99% (n = 340,000); AID 493131, 2011;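 active means mean activation above about 17%, with every replicate also reaching it, limit read from the data, passing the limit was not always enough; inconclusive means only one of the two conditions met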;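 further: fluorescence polarization rise as delta FosB binds a TAMRA Cdk5 AP-1 oligo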
SR-BI DiI inh – inhibitors of SR-BI mediated HDL lipid uptake, primary screen, ldlA[mSR-BI] cells, fluorescence, single point; ldlA[mSR-BI] CHO cells, DiI-HDL uptake fluorescence, 3 h; inhibition, % at 12.5 µM; actives 0.96% (n = 320,000); AID 488896, 2010;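 active means mean replicate inhibition of at least 70% and a set share of replicates each scoring 70 or more; inconclusive means meets just one of the two criteria; inactive means fails both criteria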;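 further: 0% = median of neutral control wells and 100% = median of positive control wells; values of inactives mirror those of a sister screen read the other way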
Arr AP2 block – inhibitors of beta-arrestin/AP2 binding, primary screen, biochemical, GPCR trafficking, flow cytometry; beta-arrestin 1 C-terminal peptide binding to AP2 beta2-adaptin appendage (human); FITC-arrestin peptide / GST-AP2 beads; AP2 beta2 appendage carries R879A mutation; inhibition, % at 10 µM; actives 0.31% (n = 340,000);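 active means inhibition above a set limit, near 3 SD of compounds lacking own fluorescence, cut at about 54% in these data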;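 further: plate controls were DMSO wells for no effect and 5 µM unlabelled arrestin peptide for full effect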
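Assay system: GST-AP2 R879A bound to glutathione beads, E. coli-expressed; Medium: PBS with 0.05% Tween 20 and 0.1% BSA; Also added: fluorescein-tagged arrestin peptide at 50 nM final; Timing: 12 min plus 1 h, RT; Measured by: flow cytometry, FL1 (488/535 nm); Evaluation: percent drop in bead-associated FITC signal.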
PKA-R2B act – activators of PKA-R2B holoenzyme, primary screen, biochemical, fluorescence polarization, Cy5-IP20, human | cAMP-dependent protein kinase catalytic subunit beta (Homo sapiens) + cAMP-dependent … | PKA-R2B holoenzyme dissociation; R2B truncated from residue 108, S112A mutant; 0% DMSO only, 100% 113 µM cGMP | activation, % at 11.4 µM | actives 0.079% (n = 340,000) | AID 504700, 2011;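 active means activation above a cutoff set at the mean over all compounds plus 3 SD, cut at about 18% in these data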;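 further: higher means more holoenzyme dissociation and a rise in polarization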
SR-BI DiI-HDL act – activators of SR-BI mediated DiI-HDL uptake, primary screen, ldlA[mSR-BI] CHO cells, DiI fluorescence; activation, % at 12.5 µM; AID 504775, 2011; 3 h; 100 = double the neutral-control signal; actives 0.096% (n = 320,000);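 active means mean replicate activation of at least 60% and every replicate at or above 60%; inconclusive means mean or all-replicate condition met, but not both; inactive means mean below 60% and not all replicates reaching 60%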;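 further: 0% = median plate neutral-control signal and 100% = twice that signal; values of inactives mirror those of a sister screen read the other way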
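Material: SR-BI-overexpressing, LDLR-lacking CHO cells | Dosing: Single compound concentration, delivered by pin transfer | Probe or stimulus: Labelled HDL, 10 µg/mL | Signal: Bottom-read cell fluorescence after medium removal, ex 550/em 595 nm | Schedule: 3 h, 37 °C | Evaluation: HDL uptake via cellular fluorescence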
Pemphigus Ab inh – inhibitors of pemphigus antibody binding to DSG3, primary screen, biochemical, bead-based, flow cytometry, scFv-GFP | DSG3-coupled beads, scFv-anti-DSG3-GFP binding; hits give low values | binding (percent of control), % at 10 µM | actives 0.48% (n = 310,000) | AID 588358, 2011;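 active means binding more than 3 SD below its plate's average and above zero; inconclusive means below that plate limit but binding exactly zero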;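 further: hits lower antibody fragment binding to DSG3; some compounds called inactive have numbers as strong as hits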
Target sequence (P32926 whole entry, looked up, the tested form may be a part): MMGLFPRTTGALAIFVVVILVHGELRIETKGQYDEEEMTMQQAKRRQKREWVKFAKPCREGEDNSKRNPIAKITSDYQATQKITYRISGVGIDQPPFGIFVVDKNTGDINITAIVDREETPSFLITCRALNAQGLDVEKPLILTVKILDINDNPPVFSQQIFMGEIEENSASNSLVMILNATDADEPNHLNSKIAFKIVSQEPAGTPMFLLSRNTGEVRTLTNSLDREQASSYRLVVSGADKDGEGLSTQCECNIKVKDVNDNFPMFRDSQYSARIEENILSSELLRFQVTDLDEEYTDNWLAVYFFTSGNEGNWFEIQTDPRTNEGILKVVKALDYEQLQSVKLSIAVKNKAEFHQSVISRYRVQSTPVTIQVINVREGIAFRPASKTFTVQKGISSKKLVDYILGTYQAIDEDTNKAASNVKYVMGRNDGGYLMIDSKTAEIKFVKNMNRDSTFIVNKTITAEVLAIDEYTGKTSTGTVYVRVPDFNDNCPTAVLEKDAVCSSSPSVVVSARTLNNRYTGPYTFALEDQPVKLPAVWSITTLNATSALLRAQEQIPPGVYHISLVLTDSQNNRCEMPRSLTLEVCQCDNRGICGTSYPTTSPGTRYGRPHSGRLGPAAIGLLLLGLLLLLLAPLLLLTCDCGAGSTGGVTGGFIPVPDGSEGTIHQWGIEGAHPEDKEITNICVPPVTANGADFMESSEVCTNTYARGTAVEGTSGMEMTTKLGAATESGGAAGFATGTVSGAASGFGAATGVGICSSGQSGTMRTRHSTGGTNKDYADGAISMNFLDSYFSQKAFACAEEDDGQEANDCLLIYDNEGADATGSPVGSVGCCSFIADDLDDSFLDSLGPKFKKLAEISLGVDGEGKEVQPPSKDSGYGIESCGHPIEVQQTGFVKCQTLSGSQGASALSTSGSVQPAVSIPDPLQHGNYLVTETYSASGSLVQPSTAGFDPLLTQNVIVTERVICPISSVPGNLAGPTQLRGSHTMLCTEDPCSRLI
NSD2 inh – NSD2 histone methyltransferase inhibitors, primary screen, biochemical, AlphaScreen, single concentration, set 2 | Histone-lysine N-methyltransferase NSD2 (Homo sapiens), O96028 | NSD2 peptide methylation, 120 min | inhibition, % at 12.5 µM | actives 0.54% (n = 310,000) | AID 743445, 2014; in the data active means inhibition above about 50%
MITF TRPM1 HTS – activators of MITF-driven TRPM1 promoter reporter, primary screen, cell-based, SK-MEL-5, luciferase, single point. actives 0.75% (n = 300,000). SK-MEL-5 TRPM1-promoter luciferase, 24 h; % of positive control, neutral wells = 0. activation, % at 12.5 µM;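 active means mean activation of at least 80% with every replicate also reaching 80%; inconclusive means mean reaches 80% but some replicate falls short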;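 further: 0% = neutral control wells and 100% = parthenolide positive control wells; values of inactives mirror those of a sister screen read the other way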
Mot1-301 SUMO – yeast Mot1-301 growth rescue at high temperature, primary screen, SUMOylation pathway inhibitor project, S. cerevisiae, ATP luminescence, 38.5C; S. cerevisiae Mot1-301 growth rescue; percent above DMSO median, 100 means doubled; growth rescue, % at 18.8 µM; actives 1% (n = 320,000); AID 2716, 2010;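 active means every valid replicate shows activation above 250% relative to neutral control wells; inactive means the rest, any valid replicate at or below 250%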;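 further: OY570 slx delta 5 strain wells were the positive control but not used for scaling; some compounds called inactive have numbers as strong as hits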
CDK5 p35 inh – inhibitors of human CDK5/p35 kinase, primary screen, biochemical, single concentration. actives 0.01% (n = 330,000). Recombinant CDK5/p35, ADP-Glo luminescence, 60 min. inhibition, % at 10 µM. Cyclin-dependent kinase 5 (Homo sapiens) + Cyclin-dependent kinase 5 activator 1 (Homo …. AID 488839, 2010;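 active means highest replicate inhibition of at least 50% and at least 75% of replicates reaching 50%; inconclusive means only one of the two criteria met; inactive means both criteria failed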;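 further: plate controls were DMSO neutral control for no effect and GW8510 at 10 µM for full effect; many of its hits are not listed in these tables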
PKA-R1A activ – activators of PKA-R1A holoenzyme, primary screen, biochemical, fluorescence polarization, Cy5-IP20, bovine R1A, mouse PKAc. cAMP-dependent protein kinase type I-alpha regulatory subunit (Bos taurus) + …. PKA-R1A dissociation; scaled: DMSO 0%, 113 µM cGMP 100%. activation, % at 11.4 µM. actives 0.083% (n = 340,000);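 active means percent activation above the mean of all tested compounds plus 3 SD, cut at about 19% in these data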;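 further: higher means more PKAc released from R1A so a rise in polarization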
Starred values were filed as active, the others as inactive; ? = inconclusive; . = no result given.

SMILES	dFosB act	SR-BI DiI inh	Arr AP2 block	PKA-R2B act	SR-BI DiI-HDL act	Pemphigus Ab inh	NSD2 inh	MITF TRPM1 HTS	Mot1-301 SUMO	CDK5 p35 inh	PKA-R1A activ
COc1ccccc1-n1c(CNC(=O)c2ccc(S(=O)(=O)N3CCCCC3)cc2)n[nH]c1=S	-6	-9	-6	-4	9	110	1	3	-3	0.1	5
Cc1ccc(CNC(=O)c2ccc(NS(=O)(=O)c3c(C)noc3C)cc2)cc1	-3	-2	27	-12	2	103	0	2	121	-1.6	1
Cn1c(SCC(=O)NC2(C#N)CCCCC2)nnc1-c1cccnc1	3	-2	3	3	2	101	0	0	-6	1.0	-9
CCCCC1CCC(c2ccc(C(N)=O)cc2)CC1 (stereo not drawn)	-1	-10	26	-9	10	88	-2	2	25	0.1	-16
CS(=O)(=O)N(CC(=O)NCCSC1CCCCC1)c1ccccc1	-7	-8	-7	-14	8	104	-2	-7	8	-3.3	1
CCN1CCN(CCNC(=O)c2cn(C(C)c3ccccc3F)nn2)CC1 (stereo not drawn)	0	2	8	-13	-2	99	7	-1	2	1.7	-8
Cc1ccc(C(=O)c2oc3nc(C)cc(C)c3c2N)cc1	-4	-13	14	-6	13	97	-1	3	-12	0.3	-8
Cc1cc(C)nc(Sc2c(C)nn(-c3ccccc3)c2C)n1	-4	13	8	4	-13	105	.	-1	74	3.0	-1
COc1ccc2c3n([n+]([O-])c2c1)CCN=C3c1cc(Cl)c(N)c(Cl)c1	8	60	39	0	-60	101	.	.	0	-1.4	-4
Cc1ccnc(NC(=O)c2cccs2)c1	-2	-12	4	0	11	108	20	65	-1	2.2	6
COc1ccc(NC(=O)C2COc3ccccc3O2)cc1 (stereo not drawn)	4	-10	2	-7	10	105	0	.	1	0.6	-8
Cc1cc2ncn(-c3ncnc4sc(C)c(C)c34)c2cc1C	-4	15	13	1	-15	106	-1	-14	-10	-1.2	2
O=C(Nc1ccc(NC(=O)C2CC2)nc1)c1cnccn1	0	-26	4	1	26	92	-3	6	10	0.5	-8
O=C(C1CC1)N1CCc2cc(S(=O)(=O)N3CCOCC3)ccc21	-2	-22	5	-17	22	.	0	7	20	-0.7	-2
C#CCN1C=CC(=O)[C@@H](OC(=O)Nc2ccc(Cl)cc2)[C@H]1c1ccccc1Br	-17	.	-4	-5	.	102	.	1	.	-0.1	-9
Cc1cccc(OCC(O)CN2CCOCC2)c1 (stereo not drawn)	-2	-9	-1	-2	9	86	11	-13	6	1.1	-15
C=CCN1C(=O)c2ccc(C(=O)N(C)CC(=O)Nc3ccc(OCC)c(OCC)c3)cc2C1=O	-10	64	-11	1	-64	104	.	-4	-9	2.5	-12
C=CCOc1ccccc1OCC(O)CNC(C)C (stereo not drawn)	2	-6	-4	-4	6	106	.	1	-10	0.5	-1
COc1ccc(OC)c(S(=O)(=O)N2CCC(C(=O)Nc3cc(C)ccc3C)CC2)c1	2	12	1	-1	-12	99	-1	8	6	2.1	-2
O=C(COC(=O)Cc1cccc(C(F)(F)F)c1)NCc1ccco1	-9	-34	43	6	34	91	-1	-10	.	-1.4	-8
Cc1ccsc1C(=O)NCc1ccc(F)cc1	-3	-5	3	-4	5	97	0	6	10	0.4	-3
CCCc1cc(=O)oc2cc(C)cc(OCC(=O)Nc3cccnc3)c12	-26	59	-8	2	-59	112	-11	-4	-5	.	-10
CCOC(=O)/C=C/COc1ccccc1[N+](=O)[O-]	0	17	-8	-11	-17	94	0	61	2	1.2	-18
O=C(NCC1CCCO1)c1onc(CSc2ccc(F)c(F)c2)c1C(=O)O (stereo not drawn)	5	-16	5	-3	16	98	.	8	-2	-1.0	7
C=C(C)COc1ccc(-c2[nH]ncc2Oc2cccc(OC)c2)c(O)c1	-8	13	-4	-7	-13	102	-1	-12	.	-1.2	-6
N#Cc1ccc(COC(=O)CC(NC(N)=O)c2ccc(Cl)cc2)cc1 (stereo not drawn)	0	-4	-9	-6	4	111	-8	8	34	-0.7	3
O=S(=O)(/N=C(/Nc1cccc2ccccc12)c1ccc(F)cc1)c1ccccc1	-18	6	33	-11	-6	.	10	-15	-7	-0.1	-1
CN1CCc2c(sc(NC(=O)c3ccc4ccccc4c3)c2C(N)=O)C1	-18	13	30	-4	-13	.	-1	121*	6	0.9	-2
COCCNC(=O)/C(C#N)=C/c1c(N2CCN(C)CC2)nc2c(C)cccn2c1=O	-4	-7	1	10	7	110	7	-5	-14	0.2	4
CN(Cc1ccccc1)C(=O)COc1ccc(N(C)S(=O)(=O)c2ccc(F)cc2)cc1	-4	20	-4	5	-20	104	-3	-5	.	-0.3	-2
CC(C)(C)NC(=O)COC(=O)c1ccccc1Nc1ccc(SC(F)F)cc1	-7	22	7	11	-22	104	0	16	7	0.6	6
CN(Cc1ccccc1)C(=O)c1cccc(NC(=O)Cc2ccc(NC(=O)C3CCCN(C(=O)c4ccccc4)C3)cc2)c1 (stereo not drawn)	-8	15	-3	-1	-15	95	.	-1	.	-1.1	-9
O=C(COC(=O)c1ccc(Cl)cc1[N+](=O)[O-])NNC(=O)c1cccs1	1	-4	-1	-1	4	120	1	-3	3	-1.0	-10
C/C(=N\NC(=S)NCC(C)(C)C)c1cc(F)cc(F)c1O	-16	35	-3	-3	-35	.	2	13	-17	0.2	-2
O=C(/C=C/c1ccccc1)NC(=S)Nc1ccccc1C(=O)NC1CCCCC1	39*	9	4	4	-9	101	0	-12	14	-1.6	-1
COc1cc(/C=C2\SC(=O)N(CC(=O)Nc3ccccc3F)C2=O)cc(Cl)c1O	3	-18	37	-3	18	121	4	.	224	1.1	4
Cc1ccc(CSc2nnc(-c3ccco3)n2N)cc1	1	-3	3	-7	3	104	0	-10	-22	0.3	-2
CNC(=O)c1c(NC(=O)c2cccc(N3C(=O)CCC3=O)c2)sc2c1CCC2	-10	.	7	-4	.	96	-1	6	-3	-0.2	7
CCN(CC(=O)Nc1ccccc1C(F)(F)F)C(=O)Cc1ccccc1	-14	.	10	-1	.	.	.	1	31	0.4	11
CC(C)(C)n1nc2c(c1NC(=O)c1ccc(F)c(F)c1)CS(=O)(=O)C2	-6	-3	-7	-14	3	.	2	-7	1	0.7	-7
CC1=C(C(=O)OC(C)C)C(c2ccc(Br)s2)NC(=O)N1C (stereo not drawn)	-4	-23	1	-13	23	117	0	-2	-7	0.3	-5
COc1ccccc1N1CCN(C(=O)Cn2ncc3c([nH]c4ccccc43)c2=O)CC1	-9	31	-1	6	-31	97	0	5	5	0.5	-1
Cn1c2c(c(=O)n(C)c1=O)CN(Cc1ccco1)CN2	-12	3	7	-5	-3	103	-6	1	12	1.4	5
O=C(CSc1nc2ccccc2o1)Nc1ccccc1N1CCOCC1	0	-5	-1	-4	5	106	.	13	5	0.2	-7
CC(C)CN(C(=O)COC(=O)CCc1nc2ccccc2s1)c1c(N)n(Cc2ccccc2)c(=O)[nH]c1=O	?	13	23	6	-13	118	-4	-5	-3	0.5	0
COc1cccc(-c2nc(CS(=O)(=O)CC(=O)Nc3ccccc3Cl)c(C)o2)c1	-15	18	8	-7	-18	.	-1	-11	102	-1.6	9
CCOCCCNC(=O)CCc1ccc(S(=O)(=O)Nc2ccc(C)cc2)cc1	-2	-10	3	3	10	99	-3	0	-13	-0.3	4
NC(=O)CC[C@H](NC(=O)c1ccc(F)cc1)C(=O)OCC(=O)Nc1c(F)c(F)c(F)c(F)c1F	3	-32	-3	3	32	87	-2	8	-10	1.3	0
CN(C)C(CNC(=O)c1cccc(S(=O)(=O)N2CCN(c3ccc(F)cc3)CC2)c1)c1ccccc1 (stereo not drawn)	-6	5	8	-17	-5	25	2	-27	.	-2.1	-3
COc1cccc(/C=N/Nc2ccc(C(=O)O)cc2)c1O	-2	-22	27	8	22	97	1	-104	-37	17	-2

(more compounds)
SMILES	dFosB act	SR-BI DiI inh	Arr AP2 block	PKA-R2B act	SR-BI DiI-HDL act	Pemphigus Ab inh	NSD2 inh	MITF TRPM1 HTS	Mot1-301 SUMO	CDK5 p35 inh	PKA-R1A activ
CC1=NNC(=O)C1C(c1ccccc1)C(C#N)C#N (stereo not drawn)	-3	2	-5	12	-2	102	0	-4	-5	-0.2	4
CCCSCCCNC(=O)Cn1nc(CC)n2c(cc3c(OC)cccc32)c1=O	0	12	-4	8	-12	91	-1	.	242	0.7	-5
O=C(NCc1ccccc1F)C1CCCN1C(=O)NCc1ccccc1 (stereo not drawn)	8	-26	-4	-11	26	103	-5	-3	-12	0.6	-2
O=C1NC(=S)SC1=C1CCCCCC1	3	-5	10	4	5	97	17	0	.	-1.0	-5
CCOC(=O)N1CCC(NC(=O)CS(=O)Cc2nc(-c3ccc(C)cc3)oc2C)CC1 (stereo not drawn)	-9	22	19	-4	-22	108	-3	-22	4	-3.1	3
CCOC(=O)c1c(C)[nH]c(C(=O)COC(=O)c2c(CC)noc2C)c1C	-8	39	6	4	-39	108	24	8	.	-2.4	1
